ERp5 block – blocks human ERp5 reductase activity on insulin; Q15084; ERp5 insulin aggregation, absorbance 650 nm, 90 min; inhibition, % at 9.99 µM; hit rate 0.05% among 350,000; AID 651711;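 active means mean replicate inhibition above about 25%, with every replicate also reaching it, limit read from the data, passing the limit was not always enough; inconclusive means only one of those two criteria met; inactive means neither criterion met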
RAD54 branch – inhibitors of human RAD54 branch migration | Q92698 | RAD54 Holliday junction branch migration, FAM/BHQ fluorescence | inhibition, % at 10.4 µM | hit rate 0.14% among 360,000 | AID 602329;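 active means mean normalized replicate activity at least 40 and at least half of replicates scoring 40 or more; inconclusive means only one of the two criteria met; inactive means mean below 40 and under half of replicates reaching 40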;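 further: 0% = median of neutral control wells and 100% = median of positive control wells; inhibitors cause a drop in the FAM fluorescence signal; in these data hits start at about 50%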
Target sequence (Q92698 whole entry, looked up): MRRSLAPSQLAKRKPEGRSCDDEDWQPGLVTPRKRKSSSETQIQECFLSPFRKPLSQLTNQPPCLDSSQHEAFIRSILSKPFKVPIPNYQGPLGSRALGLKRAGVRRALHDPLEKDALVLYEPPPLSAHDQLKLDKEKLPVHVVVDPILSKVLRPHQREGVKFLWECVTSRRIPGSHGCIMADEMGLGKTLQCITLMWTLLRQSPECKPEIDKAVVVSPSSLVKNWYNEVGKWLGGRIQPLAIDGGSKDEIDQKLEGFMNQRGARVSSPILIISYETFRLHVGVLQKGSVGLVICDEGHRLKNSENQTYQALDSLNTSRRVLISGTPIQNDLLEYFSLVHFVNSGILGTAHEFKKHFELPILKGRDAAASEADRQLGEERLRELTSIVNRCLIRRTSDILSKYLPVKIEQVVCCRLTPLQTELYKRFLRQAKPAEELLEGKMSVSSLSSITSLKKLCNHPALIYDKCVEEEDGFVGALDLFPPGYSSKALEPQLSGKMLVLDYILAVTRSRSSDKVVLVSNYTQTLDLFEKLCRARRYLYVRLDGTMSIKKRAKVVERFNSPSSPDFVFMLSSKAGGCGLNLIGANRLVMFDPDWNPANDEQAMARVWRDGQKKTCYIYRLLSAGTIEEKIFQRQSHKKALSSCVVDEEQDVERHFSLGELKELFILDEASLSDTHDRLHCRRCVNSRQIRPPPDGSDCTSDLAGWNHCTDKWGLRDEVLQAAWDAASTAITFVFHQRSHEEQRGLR
ARNT-TACC3 inh – disrupts binding between human ARNT and TACC3; inhibition, % at 9.99 µM; AlphaScreen His-ARNT PAS-B/GST-TACC3 binding, luminescence; TACC3 fragment carries E629A point mutation; hit rate 0.66% among 390,000;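 active means mean inhibition of replicates at least 50% and at least half of replicates each reaching 50%; inconclusive means half or more replicates reach 50% but mean below 50%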;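 further: 0% = complete ARNT plus TACC3 wells and 100% = ARNT alone without TACC3; many hits fall short of the cut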
RAD52 inh – inhibitors of human RAD52 DNA annealing. recombinant RAD52 DNA annealing, FRET fluorescence. inhibition, % at 18.7 µM. hit rate 0.46% among 360,000. AID 651710;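 active means every replicate showing at least 50% inhibition; inconclusive means mean inhibition at least 50% but not in every replicate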
E-selectin induc – E-selectin induction on HUVECs | P16581 | HUVEC E-selectin immunofluorescence imaging; normalized: neutral wells 0, TNF-alpha wells 100 | activation, % at 7.58 µM | hit rate 0.37% among 260,000 | AID 686992;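 active means mean E-selectin-positive cell signal at least 10% of the positive control, reached in at least 60% of replicates, without over 20% cell loss; inconclusive means no rule given, readout overlaps actives, possibly toxicity-flagged; inactive means the rest, including those meeting only one limit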;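 further: in these data hits start at about 27%; measured in HUVEC primary endothelial cells; signal is the percent of cells scored E-selectin positive by PE staining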
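material = human umbilical vein endothelial cells (HUVEC), E-selectin induction | quantity = 3,000 cells/well | medium = EGM-2 growth medium on 0.1% gelatin-coated wells | technique = immunofluorescence imaging | read-out basis = % PE-positive cells | control set = TNF-alpha positive control, DMSO neutral control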
Casp6 inh – inhibitors of human caspase-6. inhibition, % at 12.5 µM. P55212. purified caspase-6, Z-VEID-R110 cleavage fluorescence. hit rate 0.53% among 350,000;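 active means mean inhibition across replicates at least about 35%, with every replicate also reaching that limit, limit read from the data; inconclusive means only one of the two criteria met; inactive means neither criterion met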;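 further: 0% = median of neutral control wells and 100% = no fluorescence left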
Target sequence (P55212 24-179 limits assumed): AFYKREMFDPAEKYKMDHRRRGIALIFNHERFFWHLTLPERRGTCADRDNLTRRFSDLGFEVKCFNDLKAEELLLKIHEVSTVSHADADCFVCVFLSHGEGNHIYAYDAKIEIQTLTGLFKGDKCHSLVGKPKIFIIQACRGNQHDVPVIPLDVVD
Target sequence (P55212 194-293 limits assumed): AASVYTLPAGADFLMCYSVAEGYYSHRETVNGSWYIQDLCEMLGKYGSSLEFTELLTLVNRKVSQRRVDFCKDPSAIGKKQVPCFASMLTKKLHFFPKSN
esBAF inh – SWI/SNF esBAF complex inhibition; mouse ES cells, Bmi1-luciferase knock-in reporter, 24 h; 100% = twice the neutral-well signal; reporter increase, % at 12.5 µM; hit rate 2% among 350,000; in the data active means activation above about 40%; inconclusive means no clear call, values can overlap the other calls;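 further: 0% = median of the plate's neutral control wells and 100% = double that signal; a rise in the Bmi1 reporter signal indicates esBAF inhibition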
PglD DTNB – PglD (C. jejuni) enzyme inhibition; purified PglD enzyme, DTNB colorimetric CoA detection; inhibition, % at 12.5 µM; hit rate 0.098% among 360,000; AID 602405; in the data active means inhibition above about 16%, passing the limit was not always enough; inconclusive means no clear call, values can overlap the other calls; further: strong numbers were not always called active
Active calls of the source: *; ? = inconclusive; nt = no result given; & = joins results of further samples.

SMILES	ERp5 block	RAD54 branch	ARNT-TACC3 inh	RAD52 inh	E-selectin induc	Casp6 inh	esBAF inh	PglD DTNB
Cc1c(C(=O)OCC(=O)NC(C)c2ccccc2)oc2ccccc12 (centres undefined)	-8	8	-12	-17	0.0	-1	12	1
COc1ccc(S(=O)(=O)Nc2ccc3c(c2)C(=O)N([C@H](C)CO)C[C@H](C)[C@@H](CN(C)CC2CC2)OCCCC[C@@H](C)O3)cc1	-6	4	-1	10	0.3	-7	0	0
C[n+]1ccccc1/C=N/O	2&3	-4&10	-6&0	-12&-6	0.3&0.0	1&2	-3&-4	-3&0
COc1ccc(C(=O)NCC(=O)N2CCNC(=O)C2)cc1OC	1	5	0	-19	-0.1	-4	-7	-2
Cc1nc2ccccc2c(=O)n1/N=C/c1ccncc1	nt	9	21	nt	nt	nt	-5	-4
Cc1ccc(S(=O)(=O)N(C)C[C@H]2Oc3ccc(NC(=O)NC(C)C)cc3C(=O)N([C@H](C)CO)C[C@@H]2C)cc1	0	-4	nt	4	-0.2	-3	-2	1
Cc1ccc(C(=O)Nc2ccccc2N2CCN(C(=O)C(C)C)CC2)cc1	nt	-4	-2	nt	nt	nt	-1	-4
CCOC(=O)c1cnc2ccccc2c1NCCc1ccc(OC)c(OC)c1	nt	13	1	nt	nt	nt	-3	-4
CC1CC1C(=O)N(CCC1=CCCCC1)c1c(N)n(Cc2ccccc2)c(=O)[nH]c1=O (centres undefined)	11	nt	-3	-37	-1.0	-1	2	nt
COCC(=O)Nc1ccc2c(c1)C(=O)N(C)[C@@H]1CC[C@H](CC(=O)NCCc3ccccc3)O[C@H]1CO2	-4	4	5	7	0.1	0	-5	2
NC(=O)c1ccc(N2CCCCC2)c(N2C(=O)CCC2=O)c1	nt	-6	-3	nt	nt	nt	-13	4
CC(C)(C)OC(=O)NCCCCCc1cn([C@@H](CO)C(=O)NCCCCCCCCCCC(=O)N2CCN(C(=O)OC(C)(C)C)CC2)nn1	-2	2	-2	-9	-0.1	4	-10	-1
COc1ccccc1S(=O)(=O)N(C)C[C@@H]1OCc2cnnn2CCCC(=O)N([C@H](C)CO)C[C@H]1C	5&15	1&-5	-3	-18&15	1.2&0.0	-4&0	2&4&1	2&4
C[C@H](CO)N1C[C@H](C)[C@H](CN(C)C(=O)Nc2ccc3c(c2)OCO3)Oc2cc(C3=CCCC3)ccc2S1(=O)=O	2	-11	-2	-20	0.6	2	-1	0
CCOc1cccc(CN(C)CC2CCCN(CCc3ccc(Cl)cc3)C2)c1O (centres undefined)	1	-2	7	-3	nt	-17	-4	3
COc1ccc2oc(C(F)(F)C(F)F)cc(=O)c2c1	nt	-10	-26	nt	nt	nt	3	5
C[N+](C)(C)CCNC(=O)c1c[nH]c2ccccc12	6	nt	nt	-10	4.9	-25	nt	nt
Cc1ccc(NC(=O)C2(NC(=O)c3ccccn3)CCCCC2)cc1Br	nt	-1	1	nt	nt	nt	-4	4
COc1ccc(N=C2NC(=O)/C(=C/c3ccco3)S2)cc1	4	-4	12	-29	-0.1	12	nt	4
CCOc1ccc(NCC(=O)Nc2ccc(C)cc2C)cc1	-6	-3	-5	-13	nt	1	5	4
COc1ccc(-c2ccc3c(c2)[C@@H]2[C@@H](CCN2C(=O)c2ccc(F)cc2)[C@@H](CO)N3C)cc1	nt	3	5	nt	-0.7	nt	3	1
COc1cccc(CNC(=O)COC(=O)CN(C)S(=O)(=O)c2ccc(NC(C)=O)cc2)c1	12	3	1	-1	-1.6	-1	2	-3
CC1=C(C)/C(=N\OC(=O)/C=C/c2ccccc2)C=CC1=O	nt	0	3	nt	nt	nt	-10	-6
COCCN(C(=S)Nc1ccc(OC)cc1)C(C)c1cccs1 (centres undefined)	-2	-7	3	-10	-0.8	-2	1	4
O=C(Cc1cccnc1)N1CC(=O)N2[C@H](CO)[C@@H](c3ccc(/C=C/c4ccccc4)cc3)[C@H]2C1	-4	nt	nt	6	0.5	-1	nt	nt

Next section
SMILES	ERp5 block	RAD54 branch	ARNT-TACC3 inh	RAD52 inh	E-selectin induc	Casp6 inh	esBAF inh	PglD DTNB
O=C(Nc1ccc(N2C(=O)CCC2=O)cc1Cl)c1cccs1	-2	nt	6	-4	nt	4	nt	nt
O=C(NCC1CCCO1)C(c1cccnc1)N(C(=O)Cc1cccs1)c1cccnc1 (centres undefined)	nt	1	-4	nt	nt	nt	-1	2
COC(=O)c1ccc(NC(=O)c2ccccc2N(C)S(=O)(=O)c2ccccc2)cc1	nt	-2	-2	nt	nt	nt	1	4
CC(C)C(C=Cc1ccccc1)=NNS(=O)(=O)c1ccccc1	3	9	nt	-78	0.0	1	-4	2
COc1ccccc1NC(=O)COC(=O)c1c(C)nn(-c2ccccc2)c1C	2	2	-3	-2	nt	-1	59*	-3
CCOc1ccccc1OCC(=O)NC1CCSc2ccccc21 (centres undefined)	1	6	nt	-10	0.0	-1	28	1
C[C@H]1CCCCO[C@@H](CN(C)C(=O)Nc2ccc(F)cc2)[C@@H](C)CN([C@@H](C)CO)C(=O)c2cc(NC(=O)c3ccncc3)ccc2O1	5	-2	7	2	0.0	-1	-4	1
O=C(c1ccc(COc2ccc(Br)cc2)o1)N1N=C(C(F)F)CC1(O)C(F)F (centres undefined)	1	nt	-5	6	nt	-2	nt	nt
Cc1noc(C)c1NC(=O)Nc1cccc2c1O[C@@H](CN(C)C)[C@@H](C)CN([C@@H](C)CO)C2=O	0	3	-3	13	nt	-2	1	1
COc1cc(-c2nc3cnccn3c2Nc2ccccc2)ccc1O	1	-5	-2	-1	7.8	1	-3	nt
COc1ccc2oc(-c3ccncc3)cc(=O)c2c1	0	8	20	2	-0.1	0	14	4
COc1cccc(CNC(=O)CC(NC(=O)c2ccccc2)c2ccccc2)c1 (centres undefined)	-5	1	-14	4	0.0	12	-2	2
COc1ccc(-c2noc(CCCC(=O)NCCc3ccccc3)n2)cc1OC	nt	0	-3	nt	nt	nt	-45	5
CCOP(=O)(/C(C#N)=C(\C)O)c1ccccc1 (centres undefined)	4	nt	-5	-17	-0.1	-2	nt	nt
O=C(Cn1cc(COc2ccc3ccccc3c2)nn1)NS(=O)(=O)c1cccc(OC(F)F)c1	-5	-3	nt	-8	nt	3	0	5
C=C(C)Cn1c(CCNC(=O)CC)nc2ccccc21	nt	4	-1	nt	nt	nt	-7	-3
C[C@H](CO)N1C[C@H](C)[C@H](CN(C)C(=O)NC2CCCCC2)Oc2c(NS(=O)(=O)c3ccc(Cl)cc3)cccc2C1=O	-2	-1	-9	-27	0.0	-4	-8	4
CCOC(=O)N1CCN(C(=O)C(NC(=O)c2ccc(C(C)(C)C)cc2)C(C)C)CC1 (centres undefined)	3	-18	-1	-4	nt	0	-6	-3
COC(=O)C1=C(Nc2ccccc2NC(=O)c2ccccc2C(=O)O)CSC1	-1	-3	11	-11	0.4	6	26	3
CCCC(=O)Nc1ccc2c(c1)C(=O)N(C)[C@@H]1CC[C@@H](CC(=O)NCc3ccccc3F)O[C@H]1CO2	nt	0	-13	nt	0.0	nt	-3	1
Cc1ccc(NC(=O)Nc2cccn(Cc3c(F)cccc3Cl)c2=O)cc1	7	nt	-1	-9	-5.0	4	nt	nt
CCS(=O)(=O)N1CCCCN2[C@@H](CO)[C@@H](c3ccc(-c4ccc(C(=O)N(C)C)cc4)cc3)[C@@H]2C1	-2	-3	-6	-11	0.2	4	11	2
CCN(CC)C(=O)Cn1nnc(-c2ccc(S(C)(=O)=O)cc2)n1	-1	nt	2	-5	nt	1	nt	nt
COc1ccc(N(CC(=O)NC2CCCC2)S(=O)(=O)c2c(C)[nH]c(=O)[nH]c2=O)cc1	-1	-9	30	13	4.2	4	3	nt
O=C(CC1C(=O)NCCN1C(=O)Nc1ccccc1)Nc1cc(Cl)cc(Cl)c1 (centres undefined)	-6	-11	1	-6	-1.1	3	-2	2

13 neighbouring compounds out of the list so far, for reference:
SMILES	ERp5 block	RAD54 branch	ARNT-TACC3 inh	RAD52 inh	E-selectin induc	Casp6 inh	esBAF inh	PglD DTNB
Cc1c(C(=O)OCC(=O)NC(C)c2ccccc2)oc2ccccc12 (centres undefined)	-8	8	-12	-17	0.0	-1	12	1
COc1ccc(S(=O)(=O)Nc2ccc3c(c2)C(=O)N([C@H](C)CO)C[C@H](C)[C@@H](CN(C)CC2CC2)OCCCC[C@@H](C)O3)cc1	-6	4	-1	10	0.3	-7	0	0
C[n+]1ccccc1/C=N/O	2&3	-4&10	-6&0	-12&-6	0.3&0.0	1&2	-3&-4	-3&0
COc1ccc(C(=O)NCC(=O)N2CCNC(=O)C2)cc1OC	1	5	0	-19	-0.1	-4	-7	-2
Cc1nc2ccccc2c(=O)n1/N=C/c1ccncc1	nt	9	21	nt	nt	nt	-5	-4
Cc1ccc(S(=O)(=O)N(C)C[C@H]2Oc3ccc(NC(=O)NC(C)C)cc3C(=O)N([C@H](C)CO)C[C@@H]2C)cc1	0	-4	nt	4	-0.2	-3	-2	1
Cc1ccc(C(=O)Nc2ccccc2N2CCN(C(=O)C(C)C)CC2)cc1	nt	-4	-2	nt	nt	nt	-1	-4
CCOC(=O)c1cnc2ccccc2c1NCCc1ccc(OC)c(OC)c1	nt	13	1	nt	nt	nt	-3	-4
CC1CC1C(=O)N(CCC1=CCCCC1)c1c(N)n(Cc2ccccc2)c(=O)[nH]c1=O (centres undefined)	11	nt	-3	-37	-1.0	-1	2	nt
COCC(=O)Nc1ccc2c(c1)C(=O)N(C)[C@@H]1CC[C@H](CC(=O)NCCc3ccccc3)O[C@H]1CO2	-4	4	5	7	0.1	0	-5	2
NC(=O)c1ccc(N2CCCCC2)c(N2C(=O)CCC2=O)c1	nt	-6	-3	nt	nt	nt	-13	4
CC(C)(C)OC(=O)NCCCCCc1cn([C@@H](CO)C(=O)NCCCCCCCCCCC(=O)N2CCN(C(=O)OC(C)(C)C)CC2)nn1	-2	2	-2	-9	-0.1	4	-10	-1
COc1ccccc1S(=O)(=O)N(C)C[C@@H]1OCc2cnnn2CCCC(=O)N([C@H](C)CO)C[C@H]1C	5&15	1&-5	-3	-18&15	1.2&0.0	-4&0	2&4&1	2&4

More results:
SMILES	ERp5 block	RAD54 branch	ARNT-TACC3 inh	RAD52 inh	E-selectin induc	Casp6 inh	esBAF inh	PglD DTNB
CCc1sc(C(=O)NCCCn2ccnc2)cc1Br	3	-1	-1	-4	nt	-8	4	1
C/C=C/c1cccc(-c2nc(C(=O)NCc3cccc(OC)c3)cc3c2[C@H](CCO)N([S@@](=O)C(C)(C)C)C3)c1	0	6	21	-19	4.7	-3	-2	-2
COc1cccc(N=NC2C(=O)N(C(N)=S)N=C2C)c1 (centres undefined)	2	nt	0	2	0.2	-2	nt	nt
O=c1[nH]c2cccc(F)c2n2cccc12	?	-9	-13	4	0.2	3	-7	5
CCOc1ccccc1C=NN1CCCCCC1	0	nt	nt	-4	nt	-9	1	nt
COCCSc1ccccc1C(=O)NCc1ccc2c(c1)OCO2	nt	3	7	nt	nt	nt	-6	2
Cc1onc(-c2ccccc2)c1C(=O)N1CCN(C/C=C/c2ccccc2)CC1	-5	9	2	-10	-0.2	1	0	4

Screening results from PubChem BioAssay.
